KinaseGlo FLuc – counter-screen: inhibitors of Kinase-Glo firefly luciferase; Kinase-Glo luciferase, ATP luminescence, 8 min; Potency, µM (doses to about 38.3 µM), inactives show at the top dose activity change, negative = inhibition, hits mostly inhibitors; 0.28% of 200,000 active; Q27757; further: potency means the concentration at half of the fitted maximal effect; on the % scale 0 is the no-effect control and ±100 the full control effect; nearly all actives have a fitted effect of over 60% in size
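Inhibition of Kinase-Glo luciferase light generation was assessed at 10 uM ATP in pH 7.2 imidazole buffer, with luminescence measured after eight minutes at ambient temperature.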
NPSR antag – blocks cAMP signaling of the human neuropeptide S receptor; Q6W5P4; CHO-NPSR cells, cAMP TR-FRET, antagonist mode; Potency, µM (highest dose often 38.3 µM), for the others: top-dose activity change, negative = inhibition, hits mostly inhibitors; 1% of 220,000 active; further: potency means the concentration at half of the fitted maximal effect; on the % scale 0 is the no-effect control and ±100 the full control effect; nearly all actives have a fitted effect of over 50% in size; many of its hits are not listed in these tables
Target sequence (Q6W5P4 whole entry, looked up): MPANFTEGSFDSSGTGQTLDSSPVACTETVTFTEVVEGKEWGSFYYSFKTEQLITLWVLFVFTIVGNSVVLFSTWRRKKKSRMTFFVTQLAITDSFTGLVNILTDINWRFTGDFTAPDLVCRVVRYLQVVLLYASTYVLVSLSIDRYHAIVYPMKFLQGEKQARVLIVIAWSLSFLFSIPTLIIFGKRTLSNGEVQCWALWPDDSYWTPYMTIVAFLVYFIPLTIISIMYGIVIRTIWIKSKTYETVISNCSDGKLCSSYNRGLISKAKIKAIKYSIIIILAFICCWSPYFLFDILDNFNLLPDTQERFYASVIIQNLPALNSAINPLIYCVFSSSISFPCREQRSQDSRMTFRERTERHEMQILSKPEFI
Lamin A splicing – LMNA splicing modulation; 0.01% of 200,000 active; HeLa LMNA splicing GFP/RFP minigene ratio, 48 h; AID 1487; Potency, µM (titrated, usually from 46.1 µM), without a hit: at the highest dose ratio change, negative = inhibition, actives largely listed as inhibitors; active means well fitted inhibition curve with a large enough effect in the signal ratio, with a control signal flat, not every such curve was filed as active; inconclusive means small, poorly fitted or top-dose-only effect, or effect the other way, or a change in a side signal; the % refers to the signal ratio; further: potency means the concentration at half of the fitted maximal effect; on the % scale 0 is the no-effect control and ±100 the full control effect
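S3 HeLa cells stably expressing lamin A-EGFP splicing minigene plus DsRed2, 600 cells/well, 48 h compound exposure at 37C. Laser-scanning cytometry; analysed as GFP (500-530 nm)/RFP (575-640 nm) total intensity ratio; 0.5% DMSO vehicle.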
CBFb RUNX1 block – blocks binding between human CBF-beta and RUNX1 | Potency, µM (titrated, usually from 59.8 µM), without a hit: at the highest dose activity, negative = inhibition, actives largely listed as inhibitors | AlphaScreen CBFb-His/RUNX1-biotin binding, biochemical | 230,000 tested, under 10 active | AID 1477; further: % of control where 0% means no effect
Target sequence (Q01196 whole entry, looked up): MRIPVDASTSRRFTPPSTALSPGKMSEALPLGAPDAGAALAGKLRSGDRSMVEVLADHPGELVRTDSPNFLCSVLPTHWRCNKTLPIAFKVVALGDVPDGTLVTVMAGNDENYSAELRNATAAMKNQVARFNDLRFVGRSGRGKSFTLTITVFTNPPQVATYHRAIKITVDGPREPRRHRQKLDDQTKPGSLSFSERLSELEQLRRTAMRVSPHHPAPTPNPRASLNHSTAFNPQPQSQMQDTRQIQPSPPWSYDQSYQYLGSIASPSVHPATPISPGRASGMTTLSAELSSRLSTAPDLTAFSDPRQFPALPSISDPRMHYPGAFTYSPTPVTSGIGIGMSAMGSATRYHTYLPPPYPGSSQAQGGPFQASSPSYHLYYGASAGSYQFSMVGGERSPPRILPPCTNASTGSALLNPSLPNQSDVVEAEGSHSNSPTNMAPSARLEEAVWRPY
Target sequence (Q13951 whole entry, looked up): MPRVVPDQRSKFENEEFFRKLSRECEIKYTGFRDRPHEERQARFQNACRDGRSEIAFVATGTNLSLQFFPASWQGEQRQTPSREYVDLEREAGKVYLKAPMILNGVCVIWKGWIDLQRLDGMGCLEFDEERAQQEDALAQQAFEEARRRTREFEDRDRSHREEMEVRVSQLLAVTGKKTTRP
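CBFb-His/RUNX1-biotin, 30 nM each, preincubated 20 min RT; compound 15 min RT; Ni + streptavidin beads 50 ng each, 90 min RT; AlphaScreen read.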
IMPase Li cell – cell-permeable IMPase inhibitors with lithium potentiation; CHO-M1 cells, IP1 TR-FRET (IP-One), carbachol + lithium; Potency, µM (top dose mostly 59.4 µM), inactives show top-dose activity, negative = IMPase inhibition, hits mostly inhibitors; 0.35% of 210,000 active; AID 1457;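 further: IP1 builds up when IMPase is blocked and the TR-FRET signal falls; potency means the concentration at half of the fitted maximal effect; plate controls were basal vehicle for no effect and high inhibitor control for full effect; nearly all actives have a fitted effect of over 50% in size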
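Concentration–response in CHO-M1 cells, lithium-potentiated; 30 min at 37C. IP1 detected by competitive TR-FRET after 10 min lysis at RT. Hill-fitted AC50.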
Epigenetic reg – derepresses silenced GFP reporter in murine cells; murine LDR cells, GFP reporter derepression, 30 h; Potency, µM (highest dose often 53.9 µM), without a hit: at the top dose GFP activation, actives largely listed as activators; 0.2% of 280,000 active; AID 1865; further: potency means the concentration at half of the fitted maximal effect; % of control where 0% means no effect; nearly all actives have a fitted effect of over 60% in size
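Derepression of a silenced CMV-GFP reporter in murine LDR cells is scored by enumerating GFP-positive cells with a laser-scanning microplate cytometer after 30 hours of treatment at 37 C.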
HttQ103 aggreg – reduces HttQ103-GFP aggregates in PC12 cells; PC12 HttQ103-GFP aggregates, Acumen cytometry, 40 h; 1.1% of 220,000 active; Potency, µM (highest dose often 46.1 µM), inactives show top-dose activity change, negative = inhibition, most hits filed as inhibitors; further: potency means the concentration at half of the fitted maximal effect; on the % scale 0 is the no-effect control and ±100 the full control effect; nearly all actives have a fitted effect of over 60% in size
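Quantitative HTS on tebufenozide-induced (100 nM) PC12 cells stably expressing polyQ103 Huntingtin exon 1–GFP. Reduction of bright GFP aggregates, detected by laser scanning cytometry after lysis, identified actives across the titration.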
Active calls of the source: *; u = inconclusive; x = not tested or not shown; & = joins results of further samples; [ ] = dose if it differs, or a comment. Unless noted, the call rests on the fitted dose curve; in most records, active means well fitted curve in the direction sought with a large enough effect; inconclusive means small, poorly fitted or top-dose-only effect, or another doubt; inactive means no such curve, though single readings can be large; an effect the other way counts as inactive or inconclusive. Not all compounds are listed (hit frequency here may not be typical).

SMILES | KinaseGlo FLuc | NPSR antag | Lamin A splicing | CBFb RUNX1 block | IMPase Li cell | Epigenetic reg | HttQ103 aggreg
Cc1cccc(NC(=O)Cn2nnc(C(=O)NCc3ccco3)c2N)c1 | 0% | 15% | x | 1% | -1% | -9.3%&0.6% | 11%
CSCCC(NC(=O)c1ccc(=O)n(C)n1)c1nc2ccccc2[nH]1 (configuration not stated) | -4% | -6%[46.1 µM] | 6% | 2% | -5%[38.3 µM] | 1.5% | -6%
O=C(NCc1cccs1)c1noc2c1CCCCC2 | -1% | -7%[46.1 µM] | -11% | 5% | 26%[38.3 µM] | 0.0% | -10%
CC(C)CCN1CCN(Cc2cccs2)CC1CCO (configuration not stated) | x | -2% | x | 9% | x | -4.4% | -1%
COc1ccc(N2CCc3c(C)nc(SC)nc32)cc1 | -1% | -18% | u | 1% | 5% | 3.9%[10.1 µM] | -22%[9.22 µM]
CCCCn1nc2cc(C(=O)NCc3ccccc3OC)ccc2c1OCC | 1% | -5%[46.1 µM] | -4% | 4% | 19%[38.3 µM] | -2.0% | 15%
C=CCn1c(NC(=O)c2ccco2)c(S(=O)(=O)c2ccccc2)c2nc3ccccc3nc21 | -1% | -10%[46.1 µM] | 4% | 3% | -30%[38.3 µM] | -7.8% | 0%
CCOC(=O)/C(=C/Nc1ccc(F)c(F)c1)[N+](=O)[O-] | x | 7% | x | -1% | x | 0.1% | 10%[9.22 µM]
CCn1ncc(Br)c1C(=O)Nc1ccc2c(c1)OCCO2 | -3% | 11% | x | 0% | 6% | -0.1% | -7%
O=C(c1cc2cc(Br)ccc2oc1=O)N1CCCC1 | -1% | 7%[46.1 µM] | 3% | 2% | 17%[38.3 µM] | 0.8% | -6%
CC(C)(C#N)NC(=O)C(=O)c1c(-c2ccccc2)cc2ccccn12 | x | 4% | x | 16% | x | -1.0% | -6%[9.22 µM]
O=C(CSc1nnc(COc2ccccc2)n1Cc1ccco1)Nc1ccc2c(c1)OCCO2 | -2% | -26%[46.1 µM] | 7% | -8% | 33%[38.3 µM] | 0.0% | 0%
COc1ccccc1N1CCN(c2ccc(N3C(=O)CCC3=O)cc2[N+](=O)[O-])CC1 | 2% | 19% | x | -13% | 4% | -0.3% | -13%
S=C(NCc1cccnc1)Nc1ccc(Cl)c(Cl)c1 | -5% | -14%[46.1 µM] | u | -1% | 4%[38.3 µM] | 1.0% | u
COc1ccc(CNCc2cn(-c3cccc(F)c3)nc2-c2ccc(C)o2)cc1 | 0% | u | x | -6% | 7% | 16% | -10%
CC(C)(C)OC(=O)N1CCC(C(=O)N[C@@H](Cc2ccccc2)C(=O)O)(c2ccccc2)CC1 | -3% | -4% | -14% | 11% | -11% | 14% | -9%
O=[N+]([O-])c1ccc(Oc2c(F)c(F)nc(N3CCCC3)c2F)cc1 | 1% | -13%[46.1 µM] | u | -7% | 16%[38.3 µM] | -1.6% | -23%
Cc1nnc(Nc2ccc(C(=O)NCCO)cc2)c2ccccc12 | -10% | 1%[46.1 µM] | 6% | 6% | -15%[38.3 µM] | 1.3% | 9%
COc1cccc(NC(=O)c2cc([N+](=O)[O-])ccc2N2CCN(C)CC2)c1 | -1% | -18% | x | 5% | 10% | -0.5% | -4%[9.22 µM]
Cc1n[nH]c(=O)nc1N/N=C/c1cccs1 | x | -8% | x | u | -6% | 0.0% | -7%
O=C(NCC1CCCO1)c1sc2cc(Cl)ccc2c1Cl (configuration not stated) | -1% | 3% | u | -10% | 17% | -1.0% | 4%
CN1CCN(C(=O)C2=C[C@H](c3ccc(C(F)(F)F)cc3)C[C@H](OCc3ccc(CO)cc3)O2)CC1 | x | 9% | x | 1% | 1% | -3.0% | 11%[9.22 µM]
O=C1CN(C(=S)Nc2ccc(OC(F)F)cc2)CCN1 | -1% | 10% | x | 1% | -5% | -1.5% | 3%
C=CCn1c(-c2ccccc2OC)n[nH]c1=S | 0% | 14% | -5% | 9% | -4% | -1.6% | -11%
O=C(Nc1nnc(-c2ccc3c(c2)CCCC3)o1)c1c(F)cccc1F | 7% | -27% | -27%[46 µM] | 2% | -11% | 0.0% | -9%
CC(C)(C)C(=O)CSc1ncnc2c1cnn2-c1ccccc1 | x | -29% | x | -1% | x | -3.2% | u
O=C(c1cccs1)N(Cc1ccco1)Cc1cc2ccccc2[nH]c1=O | 1% | 0%[7.67 µM] | -8% | -4% | 18%[38.3 µM] | 0.0% | 3%
CCOc1ccc2cc(C3CC(c4ccco4)=NN3S(=O)(=O)c3ccccc3)c(Cl)nc2c1 (configuration not stated) | -2% | -9% | 3% | 3% | 2% | 1.3% | 12%
CCOC(=O)C1(CC2CC2)CCN(C(=O)c2cc(C)nc3ccc(CC)cc23)CC1 | 1% | -31% | 1%[46 µM] | 3% | 12% | -3.4% | 4%[9.22 µM]
O=C(Cc1ccccc1)NCCc1cn2ccsc2n1 | 0% | 6%[46.1 µM] | 10% | 0% | 8%[38.3 µM] | 0.0% | -16%
COCCCn1c(SCC(=O)Nc2nc3ccccc3s2)nnc1-c1ccoc1C | 3% | -22%[46.1 µM] | -13% | 7% | 8% | -1.0% | 18%
Cc1cccc(C)c1NC(=O)C1=C(O)c2sccc2N(C)S1(=O)=O | -1% | 2% | 0%[46 µM] | 16% | 2% | 1.1% | -11%
Cc1nc2c(-c3ccc(F)cc3)c(C)nn2c(C)c1CCC(=O)NCc1ccco1 | -1% | u | 7% | 0% | 3%[38.3 µM] | -4.1% | -18%
CCc1nnc(NS(=O)(=O)c2ccc(NC(=S)NC(=O)c3ccc(OC)cc3)cc2)s1 | 2% | u | 5% | -8% | 10% | 2.6% | -4%
Cc1cc(C[n+]2ccccc2)c2nsnc2c1 | -5% | -1%[46.1 µM] | u | 3% | 35%[activator][38.3 µM] | 0.0% | u
CCN(CC)S(=O)(=O)c1ccc(OC)c(NC(=O)CSc2ccccc2)c1 | 3% | -14%[46.1 µM] | -2% | 4% | 8%[38.3 µM] | -1.1% | 11%
O=C(NCC(=O)N(CC1CCCO1)C1(C(=O)NC2CCCC2)CCCCC1)c1ccccc1 (configuration not stated) | -2% | -15%[46.1 µM] | 14% | 0% | -5%[38.3 µM] | -3.2% | 6%
CC1CN(C(=O)C(Sc2ccccc2)c2ccccc2)CC(C)O1 (configuration not stated) | 0% | 11% | -9% | -2% | 2% | 1.0% | 12%
COc1ccc(CCn2c(=O)[nH]c3cc(C(=O)N4CCN(c5ccccn5)CC4)ccc3c2=O)cc1OC | 1% | 4% | x | 0% | -11% | 3.7% | 16%
COc1ccc(C2(c3ccc(O)cc3O)CC(c3ccccc3Cl)NC(=S)N2)cc1 (configuration not stated) | 2% | -2% | -3%[46 µM] | u | 1% | -1.2% | 26%
O=S(=O)(NCCc1csc(-c2cccnc2)n1)c1cccs1 | 0% | 2%[46.1 µM] | -9% | 8% | 34%[38.3 µM] | -0.8% | u
Cc1cccc(C(=O)C2CCOC(C)(C)C2)c1 (configuration not stated) | x | -19% | x | 3% | x | -1.3% | -9%[9.22 µM]
Cc1nc2c(ncn2-c2ccccc2)c(=O)n1NC(=O)CN1CCCCC1 | x | -12% | x | -2% | x | -0.5% | 24%[9.22 µM]
CN(C)C(/C=C/Nc1cccc(Br)c1)=C(C#N)C#N | x | -17% | x | 5% | 8% | 0.2% | -13%[9.22 µM]
COc1ccc(OC)c(S(=O)(=O)Nc2ccccc2F)c1 | -1% | -11%[46.1 µM] | -3% | 13% | 6%[38.3 µM] | 0.0% | -19%
Cc1ccc(C(=O)Nc2sc3c(c2C(=O)O)CCCCC3)o1 | 7.9µM* | -22%[46.1 µM] | u | 28% | u | -4.6% | u
CCOC(=O)NCc1ccc(CNC(=O)OCC)cc1 | -3% | 0%[46.1 µM] | 7% | -1% | -1%[38.3 µM] | -1.6% | 8%[9.22 µM]
Cc1ccc(CNC(=O)CCC(=O)c2cccs2)cc1 | -3% | -1%[46.1 µM] | 0% | -3% | 28%[38.3 µM] | 11% | -9%
COC(=O)c1ccc(NC(=O)c2ccccc2CC[N+](=O)[O-])cc1 | -1% | -14% | u | 13% | 8% | 1.3% | 25%
CCCn1c2ccccc2c2nnc(SCc3[nH]c(=O)[nH]c3C(=O)CCCCC(=O)OCC)nc21 | 0% | 4% | -14% | 5% | 6% | 7.2% | u
CCc1ccc(CNC(=O)C2CCN(S(=O)(=O)N3CCC4(CC3)OCCO4)CC2)cc1 | 0% | 9% | x | 3% | -6% | -2.8% | 4%
COc1cc(CCC(=O)Oc2ccc(C(C)=O)cc2)cc(OC)c1OC | 1% | 13% | -3% | 7% | -3% | -1.0% | -13%
Cc1ccccc1NC(=S)NCCc1ccc(S(N)(=O)=O)cc1 | 1% | -2% | -3% | -8% | -20% | 11% | 9%
COc1cc(S(=O)(=O)N(Cc2ccccc2)CC2CCCO2)ccc1-n1cnnn1 (configuration not stated) | 0% | 29% | u | 7% | 23% | 1.2% | -2%[9.22 µM]
CN1CCN(C(=O)c2ccc(CSc3nc4ccncc4n3Cc3ccc(F)cc3)cc2)CC1 | -2% | 8% | u | -1%[2.36 µM] | 8% | 0.6% | -25%
Cc1cccc(Nc2c([N+](=O)[O-])c(=O)n(C)c3ccccc23)c1 | -5% | -6% | -10% | -2% | 2% | 0.0% | -12%
CCCCCNC(=O)C(C)Sc1ccc(Cl)cc1 (configuration not stated) | 1% | -12%[46.1 µM] | 1% | 5% | 51%[activator][38.3 µM] | -3.9% | -10%
O=C1CCN(c2ccc([N+](=O)[O-])cc2F)CC1 | -2% | 7% | 1%[46 µM] | -3% | 17% | -0.4% | -4%
O=C(O)c1ccc(COc2ccc3c(c2)CCC3)cc1 | x | 19% | x | 4% | x | 0.0% | -12%[9.22 µM]
O=C(NC1CCCCC1)c1ccccc1NC(=O)C1CC(=O)N(c2ccc(Cl)cc2)C1 (configuration not stated) | -3% | 1%[46.1 µM] | -12% | -8% | 4% | 2.3% | -18%
COCCCn1c(SCC(=O)Nc2ccccc2)nnc1-c1ccncc1 | -2% | 5%[46.1 µM] | -7% | 8% | -2% | -1.0% | 14%
COc1ccc(N2C(=O)CC(NC3CC3)C2=O)cc1 (configuration not stated) | 3% | -4%[46.1 µM] | -11% | 2% | 20%[38.3 µM] | -6.3% | 3%
Cc1cc(=O)[nH]c(N2CCOCC2)n1 | -2% | 4% | 23%[46 µM] | 5% | 2% | 0.0% | x

Compound activity from PubChem.
